Assay outcomes (PubChem BioAssay)
SENP1 inh – human SENP1 catalytic domain inhibitors, primary screen, biochemical, FRET, uHTS. recombinant SENP1 catalytic domain, CyPet-SUMO1-YPet FRET cleavage. inhibition, % at 10 µM. 0.21% of 360,000 active. Sentrin-specific protease 1 (Homo sapiens), Q9P0U3. AID 624204, 2012;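 active means inhibition at least 30% at 10 µM, raw YFP signal under a set limit, fluorescence ratio 0.5 to 1.5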;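 further: 0% = enzyme with DMSO and 100% = no enzyme wells; some results filed as inactive read as strong as hits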
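Material: hSENP1 catalytic domain, recombinant; medium: Tris pH 8 with BME, BSA, NP40 and catalase; compound: single concentration of 10 µM compound, 0.5% DMSO final; technique: FRET read of cyan and yellow fluorescence; timing: 50 min enzyme reaction, room temperature, light-protected; reagent: SFCypet-SUMO1-SFYpet substrate at 25 nM; control set: no-enzyme low, enzyme-DMSO high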
PfGluPho inh – PfG6PD enzyme inhibitors, primary screen, biochemical, fluorescence intensity, uHTS. inhibition, % at 20 µM. 0.78% of 350,000 active. PfGluPho enzyme, NADPH resazurin-diaphorase fluorescence. AID 504690, 2011;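 active means inhibition reaching at least a set limit at 20 µM in the primary screen, cut at about 59% in these data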;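 further: 0% = DMSO wells with substrate and 100% = DMSO wells lacking glucose-6-phosphate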
SENP6 inh – SENP6 protease inhibitors, primary screen, biochemical, luminescence, uHTS. Sentrin-specific protease 6 (Homo sapiens), Q9GZR1. Recombinant SENP6 catalytic domain, aminoluciferin luminescence. inhibition, % at 10 µM. 1.8% of 330,000 active. AID 2599, 2010;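 active means inhibition above about 50% at the single tested dose, limit read from the data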;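 further: plate controls were DMSO wells with enzyme for no effect and DMSO wells lacking enzyme for full effect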
HKDC1 inh – HKDC1 hexokinase inhibitors, primary screen, biochemical, fluorescence, uHTS; 0.16% of 340,000 active; inhibition, % at 20 µM; recombinant HKDC1, G6PDH/diaphorase resazurin coupled fluorescence;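 active means inhibition above about 35% when tested at 20 µM, limit read from the data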;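 further: plate controls were DMSO wells with enzyme for no effect and DMSO wells lacking enzyme for full effect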
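System: Recombinant HKDC1 hexokinase | Amount: HKDC1 at 5 µg/mL | Reagent: Glucose with 1 mM ATP | Doses: Single 20 µM dose | Incubation: Reaction time 90 min, room temperature, protected from light | Signal: Coupled resazurin fluorescence, excitation 525 nm, emission 613 nm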
SENP7 block – SENP7 protease inhibitors, primary screen, biochemical, luminescence, uHTS | 1.5% of 330,000 active | recombinant SENP7, Z-RLRGG-aminoluciferin luminescence, 40 min | AID 434973, 2010 | Sentrin-specific protease 7 (Homo sapiens), Q9BQF6 | inhibition, % at 5 µM;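 active means inhibition above about 50% at the single test dose, limit read from the data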;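 further: plate controls were DMSO with enzyme for no effect and no enzyme buffer wells for full effect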
SENP8 block-1 – SENP8 protease inhibitors, primary screen, biochemical, luminescence; Sentrin-specific protease 8 (Homo sapiens), Q96LD8; purified SENP8, Z-RLRGG-aminoluciferin cleavage; inhibition, % at 10 µM; 1.2% of 330,000 active; AID 2540, 2010; in the data active means inhibition above about 50%
Apaf1 inhib – inhibitors of human Apaf-1 apoptosome, primary screen, biochemical, DEVD-Rh110 fluorescence, uHTS; 0.71% of 330,000 active; AID 489030, 2010; reconstituted apoptosome caspase-3 activity; inhibition, % at 20 µM; active means inhibition of at least 40% at 20 µM;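 further: plate controls were DMSO wells for no effect and DEVD-CHO caspase inhibitor wells for full effect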
Target sequence (O14727 whole entry, looked up): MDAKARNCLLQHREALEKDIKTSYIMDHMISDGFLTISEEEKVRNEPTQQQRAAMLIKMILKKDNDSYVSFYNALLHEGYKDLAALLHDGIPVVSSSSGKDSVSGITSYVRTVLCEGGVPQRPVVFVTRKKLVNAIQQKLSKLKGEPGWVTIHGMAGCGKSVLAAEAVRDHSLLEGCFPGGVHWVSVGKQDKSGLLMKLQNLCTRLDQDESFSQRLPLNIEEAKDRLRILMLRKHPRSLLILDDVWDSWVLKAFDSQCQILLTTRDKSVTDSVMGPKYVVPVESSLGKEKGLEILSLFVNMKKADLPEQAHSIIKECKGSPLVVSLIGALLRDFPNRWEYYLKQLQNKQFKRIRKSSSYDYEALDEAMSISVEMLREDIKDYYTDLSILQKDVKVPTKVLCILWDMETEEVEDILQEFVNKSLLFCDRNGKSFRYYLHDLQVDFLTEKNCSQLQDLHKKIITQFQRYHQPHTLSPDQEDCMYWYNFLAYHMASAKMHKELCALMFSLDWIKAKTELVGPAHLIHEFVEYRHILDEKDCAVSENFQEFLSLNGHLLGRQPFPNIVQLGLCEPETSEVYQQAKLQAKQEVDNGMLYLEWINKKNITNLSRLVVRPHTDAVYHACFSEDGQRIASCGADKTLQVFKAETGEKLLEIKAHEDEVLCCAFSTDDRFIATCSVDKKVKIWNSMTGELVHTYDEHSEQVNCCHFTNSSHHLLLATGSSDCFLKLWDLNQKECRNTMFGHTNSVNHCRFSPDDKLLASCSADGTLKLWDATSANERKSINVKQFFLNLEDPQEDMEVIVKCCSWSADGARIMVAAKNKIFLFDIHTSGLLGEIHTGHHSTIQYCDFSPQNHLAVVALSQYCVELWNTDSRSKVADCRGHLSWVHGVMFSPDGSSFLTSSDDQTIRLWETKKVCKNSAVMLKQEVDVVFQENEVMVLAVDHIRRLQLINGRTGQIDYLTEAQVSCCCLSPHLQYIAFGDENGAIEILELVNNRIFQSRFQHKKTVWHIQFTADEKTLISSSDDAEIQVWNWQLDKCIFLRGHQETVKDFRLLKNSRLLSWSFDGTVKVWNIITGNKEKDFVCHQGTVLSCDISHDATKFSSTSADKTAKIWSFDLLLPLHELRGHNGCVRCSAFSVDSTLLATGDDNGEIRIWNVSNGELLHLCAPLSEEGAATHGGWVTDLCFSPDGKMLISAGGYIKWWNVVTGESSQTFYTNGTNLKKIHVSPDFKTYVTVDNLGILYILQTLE
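Assay system – apoptosome proteins · Medium – Hepes buffer, pH 7.5 · Also added – cytochrome c with DEVD-Rh110 · Timing – 30 min compound preincubation, 50 min activation, room temperature · Detection – Rh110 fluorescence, excitation 480 nm, emission 540 nm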
SENP8 block-2 – human SENP8 protease inhibitors, primary screen, biochemical, fluorescence, Nedd8 protein substrate, uHTS; Sentrin-specific protease 8 (Homo sapiens), Q96LD8; recombinant SENP8; inhibition, % at 20 µM; 0.64% of 360,000 active; AID 602440, 2012; in the data active means inhibition mostly above about 40%, no sharp cut-off; inactive means mostly below about 27%
Numbers without * were called inactive; i = inactive; nt = no result given. The order is random. Share with any hit: about 3.6%.

item	structure	SENP1 inh	PfGluPho inh	SENP6 inh	HKDC1 inh	SENP7 block	SENP8 block-1	Apaf1 inhib	SENP8 block-2
1	CCOc1ccccc1OCCCOc1ccc(C)cc1Cl	4	6	-13	3	2	-1	13	14
2	CSC1=C(C#N)C(c2ccncc2)C(C(=O)Nc2ccccc2)=C(C)N1 (stereo not drawn)	0	18	3	-7	1	-1	-10	-25
3	Cc1ccccc1Cn1cnc2c(NS(C)(=O)=O)c(C)c(C)cc21	2	7	-19	3	-5	-5	2	14
4	Cc1nn(C)c(Cl)c1CN1CCCC(CO)(Cc2ccccc2)C1 (stereo not drawn)	-4	-17	-16	5	-2	-3	-1	10
5	O=C(CSc1nnc2c(n1)[nH]c1ccc(F)cc12)NCc1ccc(F)cc1	-2	-12	-26	0	6	1	-8	5
6	CCn1ncc(CN2CCN(Cc3ccc(OC)c(C)c3C)C(CCO)C2)c1C (stereo not drawn)	1	3	7	-5	4	0	-1	10
7	CC1CC(=O)NN=C1c1ccc(NCCO)c([N+](=O)[O-])c1 (stereo not drawn)	2	-13	-9	14	-6	1	-11	25
8	O=C(c1ccc2c3c(cccc13)CC2)C1CCCN(C(=O)c2cc[n+]([O-])cc2)C1 (stereo not drawn)	2	13	-2	-3	-7	-4	8	-181
9	Cc1cc(C)c(S(=O)(=O)Nc2cccc(S(=O)(=O)NC3=NCCC3)c2)c(C)c1	-2	21	-40	-5	-2	-6	-2	8
10	Cc1ccc(S(=O)(=O)NCCC(=O)N2CCN(Cc3ccccc3)CC2)cc1	-2	-18	-10	-7	0	-13	2	1
11	O=C(O)CCC(=O)Nc1ccc(-c2nc3ccc(C(=O)c4ccccc4)cc3[nH]2)cc1	-1	-20	19	4	-15	-8	4	i
12	CCOC(=O)c1sc(NC(=O)Cc2ccccc2OC)nc1C	-12	14	3	-5	-2	8	-9	11
13	CC1=Nc2cccc([N+](=O)[O-])c2NC(=O)C1	-12	-6	nt	-6	nt	nt	nt	17
14	Cc1noc(C)c1S(=O)(=O)Nc1cc(C(F)(F)F)ccc1N1CCOCC1	2	-23	-12	2	6	-3	-25	6
15	CC1CCC2C(=O)N(c3ccc(NC4CCN(Cc5ccccc5)CC4)c([N+](=O)[O-])c3)C(=O)C2C1 (stereo not drawn)	1	-7	21	13	-7	-12	2	47*
16	CC(SCc1ccc(C(=O)O)o1)c1ccc(C(=O)O)o1 (stereo not drawn)	3	-6	-9	-6	5	1	5	7
17	CC(CCc1ccccc1)NC(=O)CCNS(=O)(=O)c1ccccc1 (stereo not drawn)	1	-10	-17	-2	-6	0	7	4
18	Cc1onc(-c2c(Cl)cccc2Cl)c1C(=O)N1CCN(Cc2ccccc2)CC1	2	-14	5	-5	6	3	7	12
19	CC(=O)c1ccc(S(=O)(=O)N2CCC(Oc3ccc(-n4cnnn4)cc3)CC2)cc1	1	-7	7	-2	1	-1	-14	20
20	COCCNC(=O)c1ccc(NS(=O)(=O)c2ccc3[nH]c(=O)[nH]c3c2)cc1	1	0	-5	-3	-1	-6	2	7

A different layout for 2 compounds above:
Values run as follows: SENP1 inh, PfGluPho inh, SENP6 inh, HKDC1 inh, SENP7 block, SENP8 block-1, Apaf1 inhib, SENP8 block-2
7. CC1CC(=O)NN=C1c1ccc(NCCO)c([N+](=O)[O-])c1 (stereo not drawn)
→ 2, -13, -9, 14, -6, 1, -11, 25
8. O=C(c1ccc2c3c(cccc13)CC2)C1CCCN(C(=O)c2cc[n+]([O-])cc2)C1 (stereo not drawn)
→ 2, 13, -2, -3, -7, -4, 8, -181

Other entries.
item	structure	SENP1 inh	PfGluPho inh	SENP6 inh	HKDC1 inh	SENP7 block	SENP8 block-1	Apaf1 inhib	SENP8 block-2
21	CCCC(=O)C1=C(O)C(C(=O)OC)C(C)(C)CC1=NCCc1ccc(OC)c(OC)c1 (stereo not drawn)	0	-8	-3	-8	-6	3	-3	19
22	CCN(CC)CCCn1c(=S)[nH]c2ccccc2c1=O	0	6	4	0	0	-5	3	6
23	Cc1nnc(NC(=O)c2cc(-c3ccncc3)nc3c(C)cccc23)s1	-1	7	1	0	4	0	2	-138
24	C[N+](C)(C)CCNC(=O)c1cc[n+](Cc2ccccc2)c(/C=N/O)c1	1	9	-1	9	2	-1	-14	-2
25	CCc1cccc(CC)c1NC(=O)C(CC)Sc1nc2ccncc2[nH]1 (stereo not drawn)	1	-16	-3	-4	8	9	2	9
26	CN(C)/C=C/C(=O)c1cnc(-c2cccc(Cl)c2)s1	-9	8	9	-8	1	-7	13	-3
27	O=C(c1ccccc1)c1ncc(C(F)(F)F)cc1Cl	2	8	-14	-9	2	-1	0	8
28	CCc1nnc(NC(=O)CCC(=O)NCc2ccccc2OC)s1	1	-15	-1	0	6	-13	-8	24
29	CCCOc1ccc(C(=O)NNC(=O)CCNC(=O)c2ccco2)cc1OC	3	-7	-13	-2	-13	-6	1	5
30	C=CCOc1c(Cl)cc(CNCCC)cc1Cl	0	-14	-9	0	-5	-6	3	13
31	COc1ccc(S(=O)(=O)N2CCCC(C(=O)NCCc3ccccc3)C2)cc1 (stereo not drawn)	2	3	-25	-1	-9	1	-12	2
32	Cc1ccc(N=Nc2ccc(C)cc2NC(=O)Nc2ccccc2F)cc1	1	-9	17	-6	4	0	1	22
33	C=CCn1c2[n+](c3ccccc3c1=O)CCCCC2	2	-1	9	-11	2	9	-10	2
34	O=C(c1ccccc1)N1CCN(c2ccccc2)CC1	1	-3	nt	-2	nt	nt	nt	2
35	CCOC(=O)c1cccc(NC(=O)c2ccc(-n3cnnn3)cc2)c1	1	-12	-11	-5	-12	-23	-10	2
36	O=C(COC(=O)C1(c2ccc(F)cc2)CCCC1)N1CCOCC1	1	-13	-4	-6	0	0	-8	22
37	Cc1nc(SCC(=O)N2CCOCC2)c2c(=O)n(C)c(=O)n(C)c2n1	0	5	-12	3	11	0	6	9
38	CC(C)CC(C(=O)OCC(=O)N1CCN(c2ccccc2)CC1)N1C(=O)c2ccccc2C1=O (stereo not drawn)	-1	6	nt	-1	nt	nt	nt	5
39	Cc1ccc2c(c1)COc1c3ccc(C(=O)NCC4CC4)cc3nn1-2	-3	7	0	-1	-2	0	17	-327
40	CCCN(CC(=O)Nc1ccccc1OC)C(=O)CN1C(=O)NC2(CCCCC2)C1=O	-6	-16	-10	1	-7	1	-2	16

3 of the entries above in order of the HKDC1 inh value, rising.
nr	SMILES	HKDC1 inh
33	C=CCn1c2[n+](c3ccccc3c1=O)CCCCC2	-11
35	CCOC(=O)c1cccc(NC(=O)c2ccc(-n3cnnn3)cc2)c1	-5
11	O=C(O)CCC(=O)Nc1ccc(-c2nc3ccc(C(=O)c4ccccc4)cc3[nH]2)cc1	4

Next records
item	structure	SENP1 inh	PfGluPho inh	SENP6 inh	HKDC1 inh	SENP7 block	SENP8 block-1	Apaf1 inhib	SENP8 block-2
41	COc1ccc([C@H]2CC(=O)C=C(c3cc(C=O)ccc3OC)C2)cc1	1	-10	-8	-1	-9	-11	26	-2
42	O=C(CCN1C(=O)/C(=C/c2ccccc2Cl)SC1=S)Nc1cccnc1	5	-2	4	7	1	5	26	23
43	CC(C)C[C@H]1CN=C(N(C)C)N1CC1CCCCCC1	1	-21	-5	-3	-4	3	3	15
44	Cc1noc(C)c1COC(=O)C(c1ccccc1)c1ccccc1	-1	0	-8	-11	4	2	-5	4
45	NC(=O)c1ccsc1NC(=O)COC(=O)c1ccccc1NCc1ccco1	-4	-1	23	-4	9	-5	16	i
46	CC(C)C(=O)Nc1cccc(C(=O)Nc2cc([N+](=O)[O-])ccc2F)c1	1	2	7	16	-2	-8	-9	28
47	Cc1c(NC(=O)Nc2ccc3c(c2)OCO3)c(=O)n(-c2ccccc2)n1C	4	-4	-2	-9	7	-2	-21	13
48	O=C(Nc1ccon1)c1ccccc1Cl	1	5	-4	-5	1	0	3	10
49	COCCNC(=O)CN(c1cc(Cl)ccc1OC)S(C)(=O)=O	1	6	-10	-14	9	2	-31	5
50	Clc1ccc(CNCC2CCCO2)c(Cl)c1 (stereo not drawn)	2	14	2	-7	7	7	0	19
51	COC(=O)CN(c1ccc2c(c1)OCCO2)S(=O)(=O)c1ccccc1	-2	-1	-12	-5	-13	-7	-7	13
52	CC(Oc1ccccc1)c1ccnn1S(=O)(=O)c1ccccc1 (stereo not drawn)	0	10	4	0	2	4	10	37
53	Cc1cc(OC(C)C(=O)NCc2ccncc2)c2c(C)c(C)c(=O)oc2c1 (stereo not drawn)	1	-4	10	1	12	-10	6	-338
54	Cc1ccccc1CSCCNC(=O)CSCc1ccc([N+](=O)[O-])cc1	0	7	2	-2	2	4	12	8
55	CCc1cc(C(=O)N/N=C/c2c(C)[nH]c3ccccc23)cs1	0	7	12	3	2	9	8	-72
56	O=C(c1ccccc1)c1cccc(NC(=O)c2ccco2)c1	-1	-8	-2	-6	5	5	8	15
57	CN(C)S(=O)(=O)c1cccc(C(=O)NC2CCSc3ccccc32)c1 (stereo not drawn)	-1	7	-9	0	-3	-4	13	2
58	O=C(CC1C(=O)NCCN1Cc1c(F)cccc1Cl)NCCCn1cccn1 (stereo not drawn)	1	8	-5	-6	4	1	-15	6
59	CCOC(=O)c1c(C)[nH]c(C(=O)OCC(=O)NCc2ccccc2)c1C	-5	-5	-9	0	5	3	0	-17
60	c1ccc(-c2n[nH]c3ccccc23)cc1	1	3	-29	-8	-6	-16	7	11
61	CCCc1cc(=O)oc2cc3occ(C)c3cc12	-15	2	-9	-4	7	1	18	-214
62	CCCCCCCN1C2=NCCN2c2ccccc21	0	2	-10	-4	-2	0	-6	10
63	COc1ccc(NC(=O)CN2CCN(CC(=O)Nc3cc(OC)cc(OC)c3)CC2)cc1	4	1	nt	3	nt	nt	nt	16
64	COc1cccc(-n2nc(C(=O)NCC3CCCO3)c3ccccc3c2=O)c1 (stereo not drawn)	2	-4	-20	-7	-5	0	2	-37
65	CCNc1ccccc(C(=O)/C=C/c2ccc3c(c2)OCO3)c1=O	14	28	-12	13	-5	1	34	-65
66	O=C(N=C1c2ccccc2CN1c1ccc(F)cc1)c1ccc(Cl)nc1	-1	1	-15	11	-6	-6	11	0
67	O=C(COC(=O)/C=C/c1ccccc1)NNC(=O)c1ccc([N+](=O)[O-])cc1	3	0	-4	-6	-4	-6	2	12
68	COc1ccc(-c2csc(NC(=O)c3cccc(S(=O)(=O)N4CCN(C)CC4)c3)n2)cc1	2	0	-9	3	2	1	21	-8
69	CCc1nnc(NC(=O)c2n[nH]c(=O)c3ccccc23)s1	2	-37	-20	7	-1	0	-20	21
70	CC(C)c1ccc2[nH]c3c(c2c1)CCC/C3=N\NC(=O)c1ccncc1	-14	3	-13	-1	-1	2	-9	-42
71	O=Cc1cccn1-c1c(C(=O)O)cnn1-c1ccccc1	5	4	-11	-5	6	-2	3	-1
72	Cc1ccc(N2CCN(C(=O)c3cc(C(=O)c4ccccc4C)c[nH]3)CC2)c(C)c1	0	24	-4	-8	-2	-4	19	11
73	COc1ccc(CCNC(=O)c2nonc2N)cc1	-3	0	-25	-3	5	-9	3	12
74	O=C(Cn1c(C(=O)N2CCc3ccccc3C2)cc2sccc21)c1ccccc1	-4	13	0	-13	-5	-7	16	4
